Bioassay records: PubChem BioAssay, several laboratories
S1P3 antagonist: S1P3 receptor antagonists, primary screen, cell-based; Sphingosine 1-phosphate receptor 3 (Homo sapiens), Q99500; CHO S1P3 NFAT-BLA reporter, FRET fluorescence, antagonist mode; inhibition, % at 4.98 µM; 0.27% of 170,000 active; AID 485, 2006;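 active = inhibition above the plate cutoff, the mean inhibition of test wells on that plate plus 3 SD, cut at about 28% in these data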;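 also: cells challenged with S1P at its EC80 of 0.8 µM; blue over green emission ratio from cleaved BLA substrate after 4 h stimulation; 0% = S1P-stimulated wells and 100% = unstimulated DMSO-only wells; some compounds past the cut are filed as inactive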
Target sequence (Q99500 whole entry, looked up): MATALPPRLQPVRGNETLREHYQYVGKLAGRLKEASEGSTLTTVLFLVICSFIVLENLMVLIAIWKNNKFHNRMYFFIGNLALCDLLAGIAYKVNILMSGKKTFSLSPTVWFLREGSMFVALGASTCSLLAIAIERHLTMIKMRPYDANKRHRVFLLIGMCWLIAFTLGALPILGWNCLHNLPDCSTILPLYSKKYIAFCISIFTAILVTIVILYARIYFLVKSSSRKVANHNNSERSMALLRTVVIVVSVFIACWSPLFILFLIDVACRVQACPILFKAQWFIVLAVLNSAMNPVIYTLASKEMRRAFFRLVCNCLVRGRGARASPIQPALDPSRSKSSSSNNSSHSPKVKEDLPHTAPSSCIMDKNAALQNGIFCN
PMI act satM6P: human PMI activators, high substrate, primary screen, biochemical, fluorescence intensity, near-saturating mannose 6-phosphate; coupled PMI enzyme assay, resazurin fluorescence, 20 min; active compounds read high; 1 = untreated enzyme, 0 = substrate-free blank; activation factor at 20 µM; 0.34% of 190,000 active;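 active = activation factor of 2 or more at 20 µM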
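Material: human phosphomannose isomerase with PGI, G6PDH, diaphorase coupling enzymes. Quantity: 15 ng/mL PMI. Medium: HEPES pH 7.4 buffer with MgCl2 and Tween-20. Reagent: Near-saturating mannose-6-phosphate, 1.0 mM. Compound: 20 µM single dose. Times: enzyme reaction with compound 20 min at room temperature. Detection: resorufin fluorescence at Ex 544/Em 590 nm.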
Efa HMGR inh: inhibitors of E. faecalis class II HMGR, primary screen, biochemical, Enterococcus faecalis. HMG-CoA reductase (Enterococcus faecalis, mvaE). 0.41% of 190,000 active. inhibition, % at 10 µM. purified E. faecalis HMGR, NADPH absorbance 340 nm kinetic;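 active = inhibition above a set limit, the median over all tested compounds plus 3 SD, cut at about 9.5% in these data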;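 also: enzyme runs in reverse so mevalonate oxidation gives rising NADPH absorbance; 0% = complete reaction with DMSO and 100% = background rate lacking mevalonate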
PMI activator: activators of human PMI, primary screen, biochemical, fluorescence intensity, near-Km mannose 6-phosphate. Mannose-6-phosphate isomerase (Homo sapiens), P34949. purified human PMI, coupled resazurin fluorescence, 20 min; active compounds read high; 1 = vehicle control, 0 substrate-free wells. activation factor at 20 µM. 0.005% of 190,000 active;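 active = activation factor of 2 or more at 20 µM, relative to plate controls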
TNAP inh no acc: human TNAP enzyme inhibitors, primary screen, biochemical, luminescent, no phosphate acceptor, uHTS; Alkaline phosphatase, tissue-nonspecific isozyme (Homo sapiens), P05186; purified TNAP, CDP-star luminescence, 30 min; inhibition, % at 20 µM; 0.26% of 200,000 active; AID 1012, 2008;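 active = tissue-nonspecific alkaline phosphatase inhibition above about 50% at 20 µM in the single-dose screen, limit read from the data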;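 also: 0% = DMSO negative control and 100% = EDTA positive control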
Target sequence (P05186 whole entry, looked up): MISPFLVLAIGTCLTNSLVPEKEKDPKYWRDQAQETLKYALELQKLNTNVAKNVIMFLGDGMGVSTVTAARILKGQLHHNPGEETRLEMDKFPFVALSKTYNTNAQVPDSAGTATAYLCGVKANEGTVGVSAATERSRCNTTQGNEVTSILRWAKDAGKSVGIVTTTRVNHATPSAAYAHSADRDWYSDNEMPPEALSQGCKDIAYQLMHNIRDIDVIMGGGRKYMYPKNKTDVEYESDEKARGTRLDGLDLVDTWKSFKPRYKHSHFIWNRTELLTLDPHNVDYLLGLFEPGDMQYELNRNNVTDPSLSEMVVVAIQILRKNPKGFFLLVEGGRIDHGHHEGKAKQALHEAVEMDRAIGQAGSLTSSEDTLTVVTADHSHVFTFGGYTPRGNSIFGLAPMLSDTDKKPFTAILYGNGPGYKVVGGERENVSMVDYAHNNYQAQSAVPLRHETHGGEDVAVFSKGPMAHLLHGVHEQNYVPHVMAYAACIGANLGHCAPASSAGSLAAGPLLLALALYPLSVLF
Hsp70 activator: Hsp70 transcriptional activators, primary screen, cell-based, HeLa, Hsp70 promoter luciferase, luminescence, 10 µM; HeLa Hsp70 promoter luciferase reporter; scaled: vehicle 0, proteasome-inhibitor control 100%; activation, % at 10 µM; 0.04% of 200,000 active;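 active = activation above the mean across all tested compounds plus 3 SD, cutoff set per campaign, cut at about 5.5% in these data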;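 also: 100% = MG132 at 30 µM as the positive control and 0% = DMSO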
L major viab: Leishmania major promastigote growth inhibition, primary screen | inhibition, % at 10 µM | Leishmania major promastigotes, resazurin fluorescence viability | 9% of 200,000 active; in the data active = inhibition above about 50%;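 also: promastigotes grown with compound for 44 hours at 28 °C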
TNAP inh hiacc: human TNAP enzyme inhibitors, primary screen, biochemical, luminescent, high phosphate acceptor level, uHTS. Alkaline phosphatase, tissue-nonspecific isozyme (Homo sapiens), P05186. purified TNAP, CDP-star luminescence, 1 M DEA. inhibition, % at 20 µM. 0.03% of 200,000 active. AID 1135, 2008;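 active = over 50% inhibition of tissue-nonspecific alkaline phosphatase at 20 µM in the single-dose screen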;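 also: plate controls were DMSO wells for no effect and EDTA-quenched wells as full inhibition for full effect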
DTT redox prof: compounds producing H2O2 with reducing agent – biochemical, NIH compound library profiling, artefact control for MLSCN library redox annotation, primary screen. DTT-dependent redox cycling H2O2, phenol red/HRP absorbance; 100% = 100 µM peroxide control, 0% = buffer. activation, % at 10 µM. 0.03% of 200,000 active;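 active = activation of at least 50% relative to the plate's high and low controls in the primary single-dose screen; inactive = activation below 50%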;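 also: compound incubated with DTT at 0.8 mM final as the reducing agent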
RAM network inh: inhibitors of the yeast RAM network, primary screen, dse1pr::URA3 reporter, 5-FOA selection | 1.8% of 190,000 active | inhibition, % at 50 µM | S. cerevisiae dse1pr::URA3 reporter, 5-FOA growth OD615, 2 d; analog-sensitive cbk1-as2 kinase mutant strain | AID 868, 2007;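 active = inhibition above a set limit, 3 SD over mean compound inhibition, cut at about 8.4% in these data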;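 also: 0% = DMSO-only wells with no growth and 100% = 10 µM 1-NA-PP1 full growth; inhibition rescues growth on 5-FOA so higher OD means more RAM inhibition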
Starred values were filed as active, the others as inactive.

The first 2 entries as a preview:
Results for NC1=NC(=O)C(CC(=O)c2ccc(Cl)cc2)S1 (stereo unspecified) ?
S1P3 antagonist: -14; PMI act satM6P: 0.9; Efa HMGR inh: -6; PMI activator: 1; TNAP inh no acc: -2; Hsp70 activator: -0.4; L major viab: -4; TNAP inh hiacc: 2; DTT redox prof: -0.2; RAM network inh: 2.9

Results for COc1ccc(/C=C/C(O)=C2/C(=O)N(C)C3(C)CC2c2ccccc2O3)cc1 (stereo unspecified) ?
S1P3 antagonist: -20; PMI act satM6P: 1; Efa HMGR inh: -1; PMI activator: 0.9; TNAP inh no acc: -4; Hsp70 activator: -0.1; L major viab: 80*; TNAP inh hiacc: -3; DTT redox prof: -4.1; RAM network inh: 5.8

The list itself, from the first entry:
Results for NC1=NC(=O)C(CC(=O)c2ccc(Cl)cc2)S1 (stereo unspecified) ?
S1P3 antagonist: -14; PMI act satM6P: 0.9; Efa HMGR inh: -6; PMI activator: 1; TNAP inh no acc: -2; Hsp70 activator: -0.4; L major viab: -4; TNAP inh hiacc: 2; DTT redox prof: -0.2; RAM network inh: 2.9

Results for COc1ccc(/C=C/C(O)=C2/C(=O)N(C)C3(C)CC2c2ccccc2O3)cc1 (stereo unspecified) ?
S1P3 antagonist: -20; PMI act satM6P: 1; Efa HMGR inh: -1; PMI activator: 0.9; TNAP inh no acc: -4; Hsp70 activator: -0.1; L major viab: 80*; TNAP inh hiacc: -3; DTT redox prof: -4.1; RAM network inh: 5.8

How did NC1=NCc2ccccc21 do in these assays?
S1P3 antagonist: 13; PMI act satM6P: 1; Efa HMGR inh: -3; PMI activator: 0.9; TNAP inh no acc: -10; Hsp70 activator: 0.5; L major viab: -3; TNAP inh hiacc: -4; DTT redox prof: 1.9; RAM network inh: 2.9

How did Cc1nn(Cc2ccccc2)c2sc(C(=O)NCc3cccnc3)cc12 do in these assays?
S1P3 antagonist: -2; PMI act satM6P: 0.8; Efa HMGR inh: 0; PMI activator: 0.9; TNAP inh no acc: -12; Hsp70 activator: -0.5; L major viab: 1; TNAP inh hiacc: -4; DTT redox prof: 2.7; RAM network inh: 0.8

Results for N=c1n(CC(=O)c2ccc([N+](=O)[O-])cc2)c2ccccc2n1Cc1ccccc1 ?
S1P3 antagonist: -8; PMI act satM6P: 1.3; Efa HMGR inh: -8; PMI activator: 1.1; TNAP inh no acc: 5; Hsp70 activator: -0.3; L major viab: 99*; TNAP inh hiacc: 8; DTT redox prof: 0.4; RAM network inh: 7.9

Results for O=C1CC(SC(=Nc2ccccc2)Nc2ccccc2)C(=O)N1c1cccc(Cl)c1 (stereo unspecified) ?
PMI act satM6P: 0.8; Efa HMGR inh: -4; PMI activator: 0.8; TNAP inh no acc: -3; Hsp70 activator: -0.1; L major viab: 61*; TNAP inh hiacc: 0; DTT redox prof: 2.7; RAM network inh: 3.5

What do the screens show for `CC(C)CCNC(=O)COc1ccc2c(c1)C(=O)CC(C)(C)O2`?
PMI act satM6P: 1; Efa HMGR inh: -5; PMI activator: 1; TNAP inh no acc: -6; Hsp70 activator: -0.3; L major viab: -4; TNAP inh hiacc: 1; DTT redox prof: 0.1; RAM network inh: 0.1

What do the screens show for `CC1CCN(C(=O)COC(=O)c2n[nH]c3ccccc23)CC1`?
S1P3 antagonist: -15; PMI act satM6P: 1; Efa HMGR inh: 1; PMI activator: 1; TNAP inh no acc: 58*; Hsp70 activator: -0.1; L major viab: 0; TNAP inh hiacc: 0; DTT redox prof: 1.6; RAM network inh: 1.6

Results for O=C(Nc1ccccc1C(=O)NCc1ccccc1)c1ccccc1 ?
PMI act satM6P: 0.9; Efa HMGR inh: 4; PMI activator: 0.8; TNAP inh no acc: -7; Hsp70 activator: -0.5; L major viab: 1; TNAP inh hiacc: -2; DTT redox prof: 1.7; RAM network inh: 2.6

How did O=C(NCCOC(=O)c1cccs1)c1cccnc1 do in these assays?
S1P3 antagonist: -26; PMI act satM6P: 1.1; Efa HMGR inh: -3; PMI activator: 1.1; TNAP inh no acc: -11; Hsp70 activator: 0.1; L major viab: -2; TNAP inh hiacc: -6; DTT redox prof: 2.7; RAM network inh: 0.0

How did Oc1[nH]c2ccccc2c1C1=NCCCCC1 do in these assays?
S1P3 antagonist: -21; PMI act satM6P: 0.9; Efa HMGR inh: -2; PMI activator: 0.9; TNAP inh no acc: 1; Hsp70 activator: 0.1; L major viab: 17; TNAP inh hiacc: -4; DTT redox prof: -0.3; RAM network inh: 2.2

What do the screens show for `O=C(NNc1c(Cl)cc(Cl)cc1Cl)c1cccc([N+](=O)[O-])c1`?
S1P3 antagonist: 8; PMI act satM6P: 1; Efa HMGR inh: -7; PMI activator: 0.9; TNAP inh no acc: -2; Hsp70 activator: -0.2; L major viab: 79*; TNAP inh hiacc: 2; DTT redox prof: -0.5; RAM network inh: 0.9

How did COc1ccc(C(=O)CSc2nnc(-c3ccco3)n2CC2CCCO2)cc1 (stereo unspecified) do in these assays?
S1P3 antagonist: -14; PMI act satM6P: 1; Efa HMGR inh: -1; PMI activator: 1.1; TNAP inh no acc: -14; Hsp70 activator: 0.1; L major viab: 1; TNAP inh hiacc: -6; DTT redox prof: -0.2; RAM network inh: 0.9

What do the screens show for `Cn1c(=O)oc2cc(S(=O)(=O)NCc3ccccc3)ccc21`?
PMI act satM6P: 1; Efa HMGR inh: 4; PMI activator: 1; TNAP inh no acc: 4; Hsp70 activator: -0.4; L major viab: -6; TNAP inh hiacc: -4; DTT redox prof: 0.0; RAM network inh: 0.8

Results for Cc1cc(F)c(F)c(C(=O)N2CCCCC2C)c1Cl (stereo unspecified) ?
S1P3 antagonist: 0; PMI act satM6P: 1; Efa HMGR inh: 0; PMI activator: 1; TNAP inh no acc: -4; Hsp70 activator: -0.4; L major viab: 2; TNAP inh hiacc: 0; DTT redox prof: -1.3; RAM network inh: 0.4

What do the screens show for `COc1ccccc1N1C(=O)CCC1(C#N)c1ccccc1` (stereo unspecified)?
S1P3 antagonist: 19; PMI act satM6P: 0.9; Efa HMGR inh: 1; PMI activator: 0.9; TNAP inh no acc: -2; Hsp70 activator: -0.4; L major viab: -6; TNAP inh hiacc: -3; DTT redox prof: 0.3; RAM network inh: -0.9

Results for CC(C(=O)Nc1ccccc1C(=O)N1CCOCC1)N(c1ccc(Cl)cc1)S(C)(=O)=O (stereo unspecified) ?
S1P3 antagonist: -8; PMI act satM6P: 0.9; Efa HMGR inh: -1; PMI activator: 1; TNAP inh no acc: -6; Hsp70 activator: -0.4; L major viab: -1; TNAP inh hiacc: -1; DTT redox prof: -1.5; RAM network inh: 1.2

How did CC(C)(C)C(=O)[C@H]1[C@H](c2ccccc2)[C@@]2(N=C(c3ccccc3)OC2=O)C2c3ccccc3C=NN21 (stereo partly specified) do in these assays?
PMI act satM6P: 0.9; Efa HMGR inh: -5; PMI activator: 1; TNAP inh no acc: 16; Hsp70 activator: -0.1; L major viab: -4; TNAP inh hiacc: 1; DTT redox prof: 2.8; RAM network inh: 3.7

How did C=CCOc1ccc(Br)cc1CNC(C)(C)C do in these assays?
S1P3 antagonist: -18; PMI act satM6P: 1.1; Efa HMGR inh: 22*; PMI activator: 1.1; TNAP inh no acc: -7; Hsp70 activator: -0.3; L major viab: -2; TNAP inh hiacc: -4; DTT redox prof: -0.5; RAM network inh: -0.5

Results for CC(C)NS(=O)(=O)c1ccc(OCC(=O)N2CCCC2)c(Cl)c1 ?
PMI act satM6P: 0.9; Efa HMGR inh: -2; PMI activator: 0.9; TNAP inh no acc: -8; Hsp70 activator: -0.3; L major viab: -6; TNAP inh hiacc: -5; DTT redox prof: -1.0; RAM network inh: 1.2

Results for CN1CCN(C(=S)Nc2cccc(C(F)(F)F)c2)CC1 ?
S1P3 antagonist: -9; PMI act satM6P: 1.1; Efa HMGR inh: 0; PMI activator: 1; TNAP inh no acc: -8; Hsp70 activator: 0.0; L major viab: 83*; TNAP inh hiacc: -4; DTT redox prof: -0.1; RAM network inh: 3.5

What do the screens show for `COc1ccc(CNC(=O)C2CCN(C(=O)N(C)C)CC2)c(OC)c1`?
PMI act satM6P: 1.1; Efa HMGR inh: -1; PMI activator: 1.1; TNAP inh no acc: -8; Hsp70 activator: -0.3; L major viab: -3; TNAP inh hiacc: -1; DTT redox prof: 0.1; RAM network inh: 0.4

Results for CCN(CC(=O)NC1CCS(=O)(=O)C1)S(=O)(=O)c1ccc2ccccc2c1 (stereo unspecified) ?
S1P3 antagonist: -10; PMI act satM6P: 0.9; Efa HMGR inh: 0; PMI activator: 0.9; TNAP inh no acc: -7; Hsp70 activator: -0.6; L major viab: -5; TNAP inh hiacc: -5; DTT redox prof: -0.1; RAM network inh: 0.5

What do the screens show for `CCCCOc1ccc(C2CC(=O)NC2=O)cc1` (stereo unspecified)?
S1P3 antagonist: 14; PMI act satM6P: 1; Efa HMGR inh: -2; PMI activator: 0.9; TNAP inh no acc: -3; Hsp70 activator: -0.2; L major viab: -3; TNAP inh hiacc: 0; DTT redox prof: 0.8; RAM network inh: 0.3

What do the screens show for `Cc1cc([N+](=O)[O-])nn1CCCC(=O)Nc1c(C)n(C)n(-c2ccccc2)c1=O`?
S1P3 antagonist: -28; PMI act satM6P: 1.1; Efa HMGR inh: -4; PMI activator: 1; TNAP inh no acc: -12; Hsp70 activator: -0.3; L major viab: -4; TNAP inh hiacc: -4; DTT redox prof: -0.1; RAM network inh: 1.4

Results for COc1ccc(-c2ccc(-c3noc(-c4ccc(OC)c(OC)c4)n3)c(OC)n2)cc1 ?
S1P3 antagonist: -14; PMI act satM6P: 1; PMI activator: 1; TNAP inh no acc: -7; TNAP inh hiacc: -4

What do the screens show for `COc1cc(/C=C/C(=O)O)cc(S(=O)(=O)Nc2ccc3nc(SC)sc3c2)c1OC`?
S1P3 antagonist: -20; PMI act satM6P: 1; Efa HMGR inh: -3; PMI activator: 1.1; TNAP inh no acc: -10; Hsp70 activator: -0.1; L major viab: -3; TNAP inh hiacc: -8; DTT redox prof: -0.5; RAM network inh: 2.5
